Screening results deposited in PubChem BioAssay by National Center for Advancing Translational Sciences (NCATS).
Tau fluor counter: counter-screen for tau fibril formation inhibitors. tau K18 P301L Alexa594 fluorescence, heparin fibrillization. 0.93% of 280,000 active. Potency, µM (doses to about 57.7 µM), inactives show at the highest dose activity change, negative = decrease. AID 1463; also: nearly all actives have a fitted effect of over 55% in size
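Human K18 P301L tau (15 uM unlabeled plus 0.24 uM Alexa 594-labeled, final) in 100 mM sodium acetate pH 7 was mixed with compound and 20 uM heparin and incubated 6 hr at 37 C.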
TR SRC2 fluor cs: counter-screen for TRb-SRC2 inhibitors: fluorescence interference. TRb/SRC2 Texas Red total fluorescence interference. 0.29% of 280,000 active. Potency, µM (highest dose often 106 µM), for inactives: at the highest dose fluorescence change, negative = quenching. AID 1479; active = well fitted curve in either direction with a large enough effect; inconclusive = small, poorly fitted or top-dose-only effect
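Flags fluorescent or light-absorbing compounds by total fluorescence, S + 2P, at 555 nm excitation and 632 nm emission. Mixture: 20 nM Texas Red SRC2 peptide, 0.6 uM human TRb LBD, 1 uM T3, 5% DMSO; compound exposure 5 h at ambient temperature.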
TRb-SRC2 inh: disrupts binding of human TR beta to SRC2 | P10828 | TRbeta-SRC2 peptide binding, fluorescence polarization; receptor liganded with 1 µM T3 | Potency, µM (doses to about 106 µM), inactives show at the top dose activity change, negative = inhibition, usual class: inhibitors | 0.065% of 280,000 active;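 also: plate controls were bound peptide for no effect and peptide without receptor for full effect; nearly all actives have a fitted effect of over 50% in size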
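TRb LBD 0.6 uM + Texas Red SRC2 peptide 20 nM, 1 uM T3, Tris buffer w/ 5% DMSO; compound pinned, 5 h RT; FP read ex 555/em 632; normalized to unbound and bound controls.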
GLA spleen mod: alpha-galactosidase A (human) modulation. P06280. Potency, µM (doses to about 80 µM), inactives show at the top dose activity change, negative = inhibition, usual class: inhibitors. 0.008% of 240,000 active. AID 2107. human spleen homogenate, 4MU-alpha-Gal fluorescence, 40 min;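 also: 0% = enzyme with vehicle and -100% = no enzyme basal signal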
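Human spleen homogenate (1 ug) was the enzyme source, with 4-methylumbelliferyl-alpha-D-galactopyranoside (1 mM final) in pH 5.0 citrate buffer with 0.01% Tween-20. Compounds were titrated; after 40 min at 37C, NaOH/glycine stop, 4-MU fluorescence read; AC50 from Hill fits.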
ALDH1A1 inh: inhibitors of human aldehyde dehydrogenase 1A1. 7.3% of 220,000 active. AID 1030. P00352. Purified ALDH1A1, NADH fluorescence, propionaldehyde substrate. Potency, µM (doses to about 75.3 µM), inactives show at the highest dose activity, negative = inhibition, actives largely listed as inhibitors; active = well fitted inhibition curve with a large enough effect, not every such curve was filed as active; inconclusive = small, poorly fitted or top-dose-only effect, or another doubt; inactive = no such curve, though single readings can be large or run the other way;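 also: plate controls were no enzyme wells and a reference inhibitor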
Tau FP inhib: tau fibrillization inhibition (FP); K18 P301L tau heparin fibrillization, Alexa594 FP, 6 h; 0.39% of 280,000 active; Potency, µM (series often up to 57.7 µM), for the others: at the highest dose activity, negative = inhibition, usual class: inhibitors; also: nearly all actives have a fitted effect of over 55% in size
Target sequence (P10636 561-689 P618L limits assumed): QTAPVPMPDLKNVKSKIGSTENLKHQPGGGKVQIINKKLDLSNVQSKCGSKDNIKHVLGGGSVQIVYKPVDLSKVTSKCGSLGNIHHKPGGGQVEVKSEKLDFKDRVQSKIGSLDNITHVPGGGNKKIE
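Read-out: fluorescence polarization of Alexa 594-labeled tau (0.24 uM), 555 nm excitation, 632 nm emission. Mixtures held 15 uM unlabeled K18 P301L, compound and 20 uM heparin, pH 7 acetate buffer, incubated 6 hr at 37 C.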
Tau ThT inhib: blocks human tau fibril formation measured by thioflavin T; 2.1% of 270,000 active; P10636; Potency, µM (doses to about 57.4 µM), for the others: at the top dose activity, negative = inhibition, usual class: inhibitors; recombinant tau K18 P301L (four-repeat tau fragment), heparin-induced fibrillization, ThT fluorescence; also: nearly all actives have a fitted effect of over 55% in size
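Heparin-induced (20 uM) aggregation of recombinant human K18 P301L tau, 15 uM unlabeled with 0.24 uM labeled, pH 7 acetate buffer, 6 hr at 37 C with compound. Fibrils quantified by 30 uM ThT fluorescence after 1 hr ambient incubation.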
L3MBTL1 inh: blocks human L3MBTL1 | Potency, µM (doses to about 57.1 µM), without a hit: top-dose activity, negative = inhibition, usual class: inhibitors | AlphaScreen L3MBTL1–H3K9me1 peptide binding | AID 485360 | 0.66% of 230,000 active | Q9Y468; also: nearly all actives have a fitted effect of over 60% in size
Target sequence (Q9Y468 whole entry, looked up): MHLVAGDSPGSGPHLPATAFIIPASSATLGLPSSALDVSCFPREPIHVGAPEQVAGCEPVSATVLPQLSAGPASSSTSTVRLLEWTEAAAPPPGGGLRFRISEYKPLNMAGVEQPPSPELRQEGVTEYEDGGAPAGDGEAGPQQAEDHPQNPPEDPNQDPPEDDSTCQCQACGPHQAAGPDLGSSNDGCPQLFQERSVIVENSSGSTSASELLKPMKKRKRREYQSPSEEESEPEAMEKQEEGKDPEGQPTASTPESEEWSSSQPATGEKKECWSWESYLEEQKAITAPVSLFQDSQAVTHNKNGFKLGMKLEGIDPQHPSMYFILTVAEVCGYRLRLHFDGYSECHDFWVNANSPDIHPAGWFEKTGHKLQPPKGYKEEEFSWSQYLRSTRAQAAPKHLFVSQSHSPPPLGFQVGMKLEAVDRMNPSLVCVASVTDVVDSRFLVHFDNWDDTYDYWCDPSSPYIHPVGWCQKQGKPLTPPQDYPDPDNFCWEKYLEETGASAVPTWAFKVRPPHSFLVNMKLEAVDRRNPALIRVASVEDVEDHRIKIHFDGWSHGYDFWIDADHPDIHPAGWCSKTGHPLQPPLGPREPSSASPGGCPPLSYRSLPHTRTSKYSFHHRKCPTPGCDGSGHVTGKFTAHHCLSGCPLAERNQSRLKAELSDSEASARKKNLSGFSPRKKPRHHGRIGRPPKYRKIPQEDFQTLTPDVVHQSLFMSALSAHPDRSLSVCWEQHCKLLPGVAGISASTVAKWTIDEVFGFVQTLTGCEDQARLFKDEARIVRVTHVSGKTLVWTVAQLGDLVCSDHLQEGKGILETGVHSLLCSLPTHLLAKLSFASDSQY
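L3MBTL1 (50 nM) pre-complexed 30 min with biotinylated H3(1-15)K9me1 peptide (75 nM), then compounds added for 30 min at room temperature; AlphaScreen streptavidin donor/nickel chelate acceptor beads (10 ug/mL final) read after 30 min dark incubation.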
* marks the source's active call; other numbers are inactive results; ? = inconclusive; / = no result given; [ ] = another dose, or the depositor's remark. Unless noted, calls follow the shape of the dose curve; as a rule, active = well fitted curve in the direction sought with a large enough effect; inconclusive = small, poorly fitted or top-dose-only effect, or another doubt; inactive = no such curve, though single readings can be large; an effect the other way counts as inactive or inconclusive. Unless noted, % is scaled to controls: 0 for no effect and ±100 for the full control effect; potency is read from the fitted curve at half-maximal effect.

Each structure is followed by: Tau fluor counter, TR SRC2 fluor cs, TRb-SRC2 inh, GLA spleen mod, ALDH1A1 inh, Tau FP inhib, Tau ThT inhib, L3MBTL1 inh
#1 COc1ccccc1N1CCN(C(CNS(=O)(=O)c2cc(F)ccc2F)c2cccnc2)CC1 (stereo unspecified)
  -10%, -10%, -2%, 1%, 20µM*, -1%, -5%, -1%
#2 CN(C)C(=O)c1ccc(NC(=O)c2ccccc2Sc2ccccc2C#N)cc1
  -6%, 1%, -6%, -4%, -12%, ?, -2%, 8%
#3 COc1ccc(NC(=O)NCCCN2CCc3ccccc3C2)cc1
  11%, 3%, -11%, 3%, 14%, 1%, 5%, 0%
#4 COc1cc2oc(-c3ccc(O)cc3)cc(=O)c2c(OC)c1O
  -21%, -11%, -2%, -12%, /, -7%, ?, /
#5 CC(OC(=O)c1cc2ccccc2cc1O)C(=O)Nc1ccc(S(N)(=O)=O)cc1 (stereo unspecified)
  ?, -3%, -4%, 10%, /, -3%, -1%, 2%
#6 O=C(Nc1ccccc1)N1CCN(S(=O)(=O)c2ccccc2)CC1
  -6%, -1%, 5%, 0%, 0%, -2%, -5%, 1%
#7 Cc1ccc(C(=O)OCc2nnc(-c3ccc(Br)cc3)o2)cc1
  -18%, -4%, -1%, 1%, -1%, -2%, ?, 86%[activator]
#8 COc1cc(NS(=O)(=O)c2ccc(NC(=O)/C=C/c3ccc([N+](=O)[O-])cc3)cc2)ncn1
  ?, -3%, -9%, 5%, ?, -7%, ?, /
#9 COc1ccc([N+](=O)[O-])cc1NC(=O)c1cn(-c2ccc(Cl)cc2)c(=O)c2ccccc12
  -15%, -1%, -2%, -1%, -12%, ?, -2%, 4%
#10 Cc1ccc(NC(=O)CCn2cnc3cc(C)c(C)cc32)cc1
  -23%, -1%, -5%, -1%, ?, -8%, ?, 13%
#11 Cc1cccc(N(C)S(=O)(=O)c2cccc3nsnc23)c1
  -2%, 1%, 1%, ?, 9%, -1%, -5%, /
#12 O=c1c(O)c(-c2ccc(O)cc2)oc2cc(O)ccc12
  ?, -11%, 7%, 8%, ?, 3%, ?, /
#13 COc1ccc(-c2c(C)cc3oc(=O)cc(-c4ccccc4)c3c2C)cc1C=O
  -14%[81.3 µM], -1%, -1%, -7%[119 µM], 0.13µM*, -3%[81.3 µM], ?, -7%
#14 c1ccc2ncc(-n3cnnn3)cc2c1
  -1%, 2%, 0%, 1%, 10%, 2%, 4%, 6%
#15 CCCc1ccc(OCC(=O)NNC(=O)c2cccnc2)cc1
  -6%, -1%, -12%, 4%, 9%, -1%, -7%, /
#16 COCCOC(=O)C(C#N)c1nc2ccccc2nc1N1CCN(Cc2ccccc2)CC1 (stereo unspecified)
  -9%, 3%, -1%, -9%, ?, 2%, ?, /
#17 COc1ccc(S(=O)(=O)N2CCCCC2)cc1NC(=O)c1ccc([N+](=O)[O-])o1
  -9%, 3%, -4%, 0%, 3.2µM*, 4%, 2%, -7%
#18 C=CCn1c(SCC(=O)NCCOC)nc2scc(-c3ccco3)c2c1=O
  -17%, -5%, 7%, 19%, 7.9µM*, 16µM*, 22µM*, -9%
#19 CC1CCN(CCCNC(=O)c2ccc3c(=O)n(Cc4ccc(Cl)cc4)c(=S)[nH]c3c2)CC1
  ?, -2%, 7%, 10%, 16µM*, ?, 0%, -2%
#20 Nn1c(SCC(=O)Nc2ccccc2F)nnc1-c1cccnc1
  -5%, -3%, 6%, -12%, -2%, 1%, ?, 2%
#21 CCOc1ccc(C(C)C)cc1S(=O)(=O)n1nc(C)cc1C
  -4%, 3%, 8%, -5%, -7%, -3%, -6%, 16%[11.4 µM]
#22 O=c1cc(O)c2sc(Nc3ccc(F)cc3)nc2[nH]1
  ?, -7%, 7%, 9%, ?, ?, 28µM*, 0%
#23 Clc1cnc(N/N=C/c2ccco2)c(Cl)c1
  -3%, -3%[53 µM], 4%[53 µM], -8%, -4%, 3%, -1%, 13%
#24 CC(C)c1nc(NCc2ccccc2)c(C#N)c2c1CCCC2
  -13%, 2%, 1%, -9%, ?, -3%, -16%, 8%
#25 CN1CCN(C2=Cc3ccccc3Sc3cc(F)c(F)cc32)CC1
  ?, -6%, -3%, -2%, 0%, 12%, ?, -5%
#26 COCCNC(=O)NC(=O)COC(=O)C12CC3CC(CC(NC(C)=O)(C3)C1)C2
  9%, 0%, 3%, 3%, 4%, 5%, 7%, 2%
#27 C=CCn1c(CCn2c3ccccc3c3ccccc32)n[nH]c1=S
  -20%, -1%, 4%, 7%, ?, 1%, -14%, -5%
#28 CCOCCCNC(=O)C(NC(=O)Cc1cccs1)c1ccc(Cl)cc1 (stereo unspecified)
  1%, 3%, 5%, -4%, -3%, 4%, 6%, 25%
#29 Cc1nnc(SCc2ccc(CSc3nnc(C)c(=O)[nH]3)cc2)[nH]c1=O
  -7%, -5%, -7%, 2%, 6%, -11%, -7%, /
#30 CCOc1cccc2oc(-c3ccccc3Cl)cc(=O)c12
  -11%[81.3 µM], 1%, 1%, 2%[119 µM], -10%, -8%[81.3 µM], -7%[81.4 µM], /
#31 C[N+]1(CN2C(=O)C3C4C=CC(C4)C3C2=O)CCCCC1 (stereo unspecified)
  7%, -1%, 5%, -4%, 4%, 2%, -2%, 8%
#32 O=C(CN1C(=O)C2C3C=CC(C3)C2C1=O)NCCN1CCCc2ccccc21 (stereo unspecified)
  -18%, 0%, -6%, 3%, ?, -4%, -14%, /
#33 NC(=O)COc1ncnc2scc(-c3ccc(F)cc3)c12
  5%, 1%, -3%, 5%, -3%, 1%, 2%, -15%
#34 CC1COc2ccccc2N1S(=O)(=O)c1ccc(Cl)cc1 (stereo unspecified)
  -12%, -1%, 4%, -2%, -4%, -3%, -2%, 8%
#35 O=[N+]([O-])c1ccccc1CCO
  /, -1%, 5%, 5%, 6%, /, /, /
#36 O=S(=O)(NCCc1ccc2c(c1)OCCO2)c1cccs1
  -14%, -3%, -10%, 1%, -8%, 1%, -7%, -1%
#37 CC(C)(C)OC(=O)N1CCC[C@H]1c1nnc(SCc2ccc(Cl)cc2)o1
  -24%, -5%, -2%, 5%, /, -5%, /, /
#38 CCCCN1C(=O)c2[nH]nc(-c3ccccc3O)c2C1c1ccc(C(C)(C)C)cc1 (stereo unspecified)
  ?, 7%, -5%, /, /, -5%, ?, /
#39 COc1cccc(C(C(=O)NC(C)(C)C)N(Cc2ccco2)C(=O)CCC(=O)Nc2cc(C)on2)c1OC (stereo unspecified)
  5%, -2%, -10%, 16%, 7%, 1%, -1%, 0%
#40 COc1ccc(N(C)C(=O)c2cc3c(s2)-c2ccccc2OC3)cc1
  -19%, -14%, -5%, /, /, ?, ?, /
#41 COC(=O)c1ccc(NC(=O)Cn2nc(C(=O)Nc3ccc(C)cc3)ccc2=O)cc1
  -6%, -16%, -2%, /, /, -11%, 1%, /
#42 CC1=CCC2C(=O)N(c3ccc(Br)cc3C)C(=O)C2C1 (stereo unspecified)
  -3%, -1%, 6%, -1%, 1%, -2%, 4%, 26%[11.4 µM]
#43 CCCS(=O)(=O)N1CCCC(C(=O)NC2CCCC(C)C2C)C1 (stereo unspecified)
  9%, 4%, -5%, 17%, -4%, 1%, 1%, -3%
#44 CN(C)S(=O)(=O)c1ccc(N2CCCC2)c(C(=O)Nc2nc(-c3cc(F)ccc3F)cs2)c1
  11%, -1%, 2%, 7%, ?, ?, 9%, 5%
#45 CC(C)(C)NC(=O)C1CCN(C(=O)c2ccc(Br)cc2)CC1
  -2%, -3%, -8%, 14%, 5%, -1%, -4%, /
#46 CCOC(=O)c1[nH]c(C)c(C(=O)NC2CCCCCC2)c1C
  -4%, -1%, -5%, 5%, -3%, -4%, -3%, 8%
#47 O=C(OCCCN=C1NS(=O)(=O)c2ccccc21)C1CC(=O)N(c2ccc(Cl)cc2)C1 (stereo unspecified)
  -17%, -1%, -15%, -7%, 9%, -2%, -9%, -18%
#48 CCC1(C)Cc2c(sc(NC(=S)NC(=O)c3ccccc3)c2C#N)CO1 (stereo unspecified)
  -16%, 6%, -1%, 0%, ?, 5%, -16%, 4%
#49 Cc1cccc(C(=O)N2CCc3c([nH]c4ccccc34)C2CC(C)C)n1 (stereo unspecified)
  -12%, -1%, 4%, -3%, 4%, ?, -15%, -21%
#50 O=C(Nc1ccc(N2CCC(N3CCCCC3)CC2)c(C(=O)O)c1)c1ccc(Br)cc1
  -3%, 0%, -4%, /, /, 3%, -15%, /
#51 COc1cc(/C=N/NC(=O)c2ccc(CSc3nncn3C)cc2)cc(OC)c1O
  -4%, -11%, -2%, 2%, ?, 1%, ?, -9%
#52 COc1cc(C(=O)N/N=C(\C)Cc2ccccc2)cc(OC)c1OC
  -9%, -2%, 0%, 8%, 20µM*, -2%, -11%, 10%
#53 Fc1ccccc1NC(=S)N1CCC(c2ccccc2)C1 (stereo unspecified)
  -12%, 0%, 8%, 11%, 1%, -10%, -10%, /
#54 CN(C)c1ccc(/C=N/NC(=O)c2ccc(CN3C(=O)c4cccc5cccc3c45)cc2)cc1
  4%, 8%, 7%, 2%, 2%, 5%, 9%, -18%
#55 Cc1cccc(C(=O)NNC(=O)c2cc3cc4ccccc4nc3s2)c1
  3%, -2%, -13%, -6%, 0%, 0%, ?, -7%
#56 O=c1oc2ccccc2cc1-c1nc(-c2ccccc2)no1
  -20%, -1%, -11%, 10%, -6%, ?, ?, -1%
#57 CC(C)(C)NC(=O)/C(=C\c1ccco1)NC(=O)c1cccs1
  5%, -1%, -5%, 8%, 3%, 4%, -4%, 1%
#58 N/C(=N\OC(=O)c1ccco1)c1cccc([N+](=O)[O-])c1
  6%, -1%[53 µM], -5%[53 µM], -16%, ?, 9%, 8%, 36%[activator]
#59 CN(C(=O)CSc1nc2ccccc2n1CC(=O)N(C)C1CCCCC1)c1ccc(F)cc1
  3%, -1%, -1%, /, /, 7%, -6%, /

Complete entries as entered above:
O=[N+]([O-])c1ccccc1CCO across the screens: Tau fluor counter: /; TR SRC2 fluor cs: -1%; TRb-SRC2 inh: 5%; GLA spleen mod: 5%; ALDH1A1 inh: 6%; Tau FP inhib: /; Tau ThT inhib: /; L3MBTL1 inh: /
Cc1cccc(C(=O)NNC(=O)c2cc3cc4ccccc4nc3s2)c1 across the screens: Tau fluor counter: 3%; TR SRC2 fluor cs: -2%; TRb-SRC2 inh: -13%; GLA spleen mod: -6%; ALDH1A1 inh: 0%; Tau FP inhib: 0%; Tau ThT inhib: ?; L3MBTL1 inh: -7%
